Compound activity as filed in PubChem.
PPARg SRC-2 ag = agonists of PPARg-SRC-2 recruitment, primary screen, biochemical, HTS. activation, % at 8 µM. actives 0.34% (n = 200,000). Peroxisome proliferator-activated receptor gamma (Homo sapiens), P37231. AID 1032, 2008. PPARgamma LBD-SRC-2 recruitment; in the data active = activation above about 22%;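 also: 0% = vehicle and 100% = reference agonist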
Target sequence (P37231 whole entry, looked up, the tested form may be a part): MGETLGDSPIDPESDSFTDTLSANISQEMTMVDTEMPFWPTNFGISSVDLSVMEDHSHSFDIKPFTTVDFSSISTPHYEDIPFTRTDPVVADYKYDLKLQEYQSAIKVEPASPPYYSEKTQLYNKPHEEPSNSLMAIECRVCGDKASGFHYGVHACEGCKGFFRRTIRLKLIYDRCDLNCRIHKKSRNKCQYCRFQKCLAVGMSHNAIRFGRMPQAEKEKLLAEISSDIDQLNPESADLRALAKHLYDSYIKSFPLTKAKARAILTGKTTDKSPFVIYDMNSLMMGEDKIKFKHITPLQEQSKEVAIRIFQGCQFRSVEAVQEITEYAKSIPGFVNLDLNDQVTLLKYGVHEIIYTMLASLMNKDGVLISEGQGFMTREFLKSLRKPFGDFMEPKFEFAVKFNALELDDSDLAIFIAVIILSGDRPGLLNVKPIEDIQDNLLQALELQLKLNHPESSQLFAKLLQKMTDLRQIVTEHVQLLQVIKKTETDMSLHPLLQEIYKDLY
PPARg SRC-3 ag = PPARgamma agonists recruiting SRC-3 coactivator, primary screen, biochemical; activation, % at 8 µM; AID 731, 2007; biochemical PPARgamma/SRC-3 coactivator recruitment assay; actives 0.26% (n = 200,000); in the data active = activation above about 23%;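 also: 0% = DMSO and 100% = reference agonist; some compounds past the cut are filed as inactive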
PPARg SRC1 recr = PPARgamma agonists recruiting SRC-1 coactivator, primary screen, biochemical; AID 631, 2007; PPARgamma-SRC-1 coactivator recruitment biochemical assay; activation, % at 8 µM; Peroxisome proliferator-activated receptor gamma (Homo sapiens), P37231; actives 0.41% (n = 200,000); in the data active = activation above about 19%;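 also: 0% = DMSO and 100% = reference agonist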
STAT3 activator = IL-6 driven STAT3 reporter potentiators, primary screen, U3A cells, luciferase, luminescence, MLSCN library. actives 0.91% (n = 190,000). activation (% of control), % at 5.6 µM. IL-6 STAT3-luciferase reporter; 100% = signal with IL-6 EC80 alone;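 active = activation above the screen-wide mean of compound activation plus 3 SD, cut at about 130% in these data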;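 also: 0% = background luminescence of wells with medium and substrate only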
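Material: human STAT1-deficient U3A cells with stable STAT3-luciferase reporter / Probe or stimulus: IL-6 stimulus at 33 ng/mL final / Schedule: 1 h compound pre-exposure, 6 h IL-6 stimulation, 37 °C / Technique: luminescence / Read-out basis: percent of IL-6-only median luminescence / Control set: IL-6-only high control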
STAT1 inh = STAT1 signaling inhibitors, primary screen, cell-based, HTS, luciferase reporter. NIH 3T3 STAT1-luciferase reporter, IFN-gamma, luminescence. inhibition, % at 5.5 µM. actives 0.35% (n = 200,000). AID 920, 2007;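 active = inhibition above a set limit, the mean inhibition across all tested compounds plus 3 SD, cut at about 34% in these data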;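 also: 0% = IFN-gamma with DMSO and 100% = IFN-gamma with 300 µM nifuroxazide; values of inactives mirror those of a sister screen read the other way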
TNAP act hiacc = TNAP activators at high phosphate acceptor level, primary screen, biochemical, luminescence, uHTS. AID 1136, 2008. 200,000 tested, under 10 active. purified TNAP, CDP-star luminescence, 1 M DEA, 30 min; active compounds read high; 0 = EDTA background, 1 = DMSO-only activity. activation factor at 20 µM;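 active = activation factor at least 2 at 20 µM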
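Assay system: human TNAP; Input: enzyme diluted 1/800 final; Reagent: CDP-star luminogenic substrate at 100 µM final; Timing: 30 min, room temperature; Signal: luminescence; Evaluation: TNAP activation factor scaled between EDTA and DMSO control wells.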
bIAP inh = bovine intestinal alkaline phosphatase inhibitors, primary screen, selectivity assay for TNAP inhibitor project, biochemical, bovine IAP, CDP-star luminescence; alkaline phosphatase, intestinal [Bos taurus]; purified bovine IAP, 30 min; inhibition, % at 20 µM; 190,000 tested, under 10 active; AID 1019, 2008;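 active = over 50% inhibition of intestinal alkaline phosphatase at 20 µM in the single-dose screen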
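System: Purified bovine intestinal alkaline phosphatase (IAP) enzyme | Input: IAP diluted 1/65,000,000 in the well | Also added: CDP-star chemiluminescent phosphatase substrate, 30 µM final | Dosing: 20 µM single dose | Times: Enzyme reaction for 30 min at room temperature | Detection: Luminescence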
STAT3 inh = IL-6 driven STAT3 reporter inhibitors, primary screen, U3A cells, luciferase, luminescence, MLSCN library. AID 862, 2007. inhibition, % at 5.5 µM. IL-6 STAT3-luciferase reporter; host cell line lacks STAT1. actives 0.89% (n = 190,000);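 active = inhibition above the mean inhibition across all screened compounds plus 3 SD, cut at about 44% in these data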;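 also: 0% = DMSO only wells and 100% = 100 µM nifuroxazide control wells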
bIAP activator = bovine intestinal alkaline phosphatase activators, primary screen, biochemical, bovine IAP, CDP-star luminescence. activation factor at 20 µM. alkaline phosphatase, intestinal [Bos taurus]. actives 0.17% (n = 200,000). purified bovine IAP, 30 min; active compounds read high; fold of DMSO-control signal, blank-subtracted;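 active = activation factor of 2 or more at 20 µM, a signal rise over negative controls twice the positive control's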
ROMK primary = ROMK potassium channel modulators, primary screen, cell-based, thallium flux, MLSMR library | ATP-sensitive inward rectifier potassium channel 1 (Homo sapiens), P48048 | Tet-inducible ROMK, thallium flux fluorescence; actives lie on both sides | B-score at 10 µM | actives 2% (n = 130,000);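 active = signal ratio slope over the read window, or its plate-corrected B-score, at least 3 SD from the plate mean, either direction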;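 also: B-score of the F/F0 ratio slope over 7 to 12 s after thallium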
Target sequence (P48048 whole entry, looked up): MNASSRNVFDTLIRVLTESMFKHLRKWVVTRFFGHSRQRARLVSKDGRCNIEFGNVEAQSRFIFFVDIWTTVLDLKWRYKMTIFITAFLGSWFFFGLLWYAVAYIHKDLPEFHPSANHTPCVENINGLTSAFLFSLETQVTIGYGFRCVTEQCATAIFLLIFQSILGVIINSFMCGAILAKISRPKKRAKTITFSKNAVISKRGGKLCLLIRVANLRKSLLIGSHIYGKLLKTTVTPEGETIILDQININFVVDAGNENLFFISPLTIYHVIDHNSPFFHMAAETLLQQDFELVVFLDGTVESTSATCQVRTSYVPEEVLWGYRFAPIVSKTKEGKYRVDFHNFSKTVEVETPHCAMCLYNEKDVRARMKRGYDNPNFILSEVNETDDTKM
SRC2 TRFRET art = TR-FRET signal artefacts, primary screen, artefact control for PPARgamma SRC-2 agonist project, biochemical; TR-FRET artefact counter-screen; active compounds read high; TR-FRET ratio at 8 µM; actives 0.4% (n = 200,000); AID 1049, 2008; in the data active = TR-FRET ratio above about 2000; also: inactives centre near 1500
The depositor's hits bear a star; x = no result given.

1: Cc1ccccc1NC(=S)N(Cc1ccccn1)Cc1ccccc1Cl
2: COc1cccc(/C=N/n2c(SC)nnc2-c2ccccc2)c1O
3: O=C(Nc1ccccc1-c1ccccc1)C1CCCN(c2ncccn2)C1 (centres undefined)
4: COC(=O)c1ccc(N2C(=O)CC(N(C)CCc3ccc(OC)c(OC)c3)C2=O)cc1 (centres undefined)
5: Cc1cc(C)cc(Oc2nc(C(F)(F)F)nc3ccccc23)c1
6: CCc1nnc(NC(=O)C2CCN(S(=O)(=O)Cc3ccccc3)CC2)s1
Assay by compound | 1 | 2 | 3 | 4 | 5 | 6
PPARg SRC-2 ag | 6 | -3 | 4 | -2 | -4 | 7
PPARg SRC-3 ag | 1 | 0 | -11 | 1 | 15 | -2
PPARg SRC1 recr | 4 | 7 | -6 | 2 | -2 | 3
STAT3 activator | 91 | 102 | 99 | 106 | 95 | 104
STAT1 inh | 6 | 5 | -6 | 7 | 1 | 4
TNAP act hiacc | 1 | 1 | 1 | 1 | 1 | 1
bIAP inh | 2 | -9 | 3 | -2 | 20 | 5
STAT3 inh | 17 | 2 | 2 | 2 | 12 | 0
bIAP activator | 1 | 1.1 | 1 | 1 | 0.8 | 1
ROMK primary | -1.3 | 3.6* | -0.98 | x | x | x
SRC2 TRFRET art | 1833 | 1594 | 1301 | 1471 | 1614 | 1509

7: COc1ccc(-c2csc(Nc3ccccc3)[n+]2Cc2ccccc2)cc1
8: COc1ccc(CCNC(=O)C(=O)NCc2ccc(C)cc2)cc1OC
9: Cc1cccc(NC(=S)NC(=O)CC2CC(C)(C)OC2=O)c1 (centres undefined)
10: O=C(Nc1ccc(Cc2ccncc2)cc1)C1CCC(N2C(=O)C3CC=CCC3C2=O)CC1 (centres undefined)
11: COc1ccc(-c2csc(NC(=O)Cn3nc(C)cc3C)n2)cc1
12: COc1ccc2c(c1)CCc1c(C(=O)Nc3ccn(Cc4ccc(C)cc4)n3)noc1-2
Assay by compound | 7 | 8 | 9 | 10 | 11 | 12
PPARg SRC-2 ag | 11 | 0 | 9 | -7 | 3 | 11
PPARg SRC-3 ag | 1 | 0 | -2 | -13 | -3 | 6
PPARg SRC1 recr | 9 | 2 | -1 | 0 | 7 | 6
STAT3 activator | 107 | 107 | 95 | 87 | 91 | 84
STAT1 inh | -16 | 5 | 4 | 18 | 1 | -6
TNAP act hiacc | 1 | 1.1 | 1 | 1 | 1 | 1.1
bIAP inh | 9 | 17 | 6 | 4 | 5 | 14
STAT3 inh | -4 | -1 | 7 | 13 | 16 | 23
bIAP activator | 0.9 | 0.8 | 0.9 | 1 | 1 | 0.9
ROMK primary | -0.49 | x | 0.027 | 0.44 | -0.11 | x
SRC2 TRFRET art | 1733 | 1423 | 1674 | 1218 | 1621 | 1487

13: CN(C(=O)CSc1nc2cc([N+](=O)[O-])ccc2n1-c1ccc(F)cc1)C1CCS(=O)(=O)C1 (centres undefined)
14: CCOC(=O)N1CCN(C(=O)CCSCCc2ccncc2)CC1
15: N#C/C(=C/c1ccc(N2CCOCC2)o1)c1ccc(Cl)cc1
16: COc1ccc(CC(=O)Nc2ccc(C(C)=O)cc2)cc1
17: Cc1sc2ccc3sccc3c2[n+]1C
18: CCN(CC)S(=O)(=O)c1ccc(NC(=O)COc2c(OC)cccc2OC)cc1
Assay by compound | 13 | 14 | 15 | 16 | 17 | 18
PPARg SRC-2 ag | 4 | -8 | -6 | 2 | 3 | 9
PPARg SRC-3 ag | 2 | -8 | -6 | 1 | 5 | 6
PPARg SRC1 recr | 2 | -13 | -7 | 3 | 0 | -3
STAT3 activator | 99 | 96 | 102 | 101 | 98 | 83
STAT1 inh | 4 | 9 | -28 | -10 | 6 | -3
TNAP act hiacc | 1 | 1 | 0.8 | 1.1 | 1 | 1.1
bIAP inh | 8 | 8 | 10 | 5 | 12 | 5
STAT3 inh | -2 | 9 | 2 | 1 | 7 | 26
bIAP activator | 0.9 | 0.9 | 0.9 | 0.9 | 0.9 | 0.9
ROMK primary | 0.053 | -0.29 | x | 0.07 | 0.94 | x
SRC2 TRFRET art | 1431 | 1443 | 1367 | 1394 | 1450 | 1443

From no. 9 up to 18, copied from above:
9: Cc1cccc(NC(=S)NC(=O)CC2CC(C)(C)OC2=O)c1 (centres undefined)
10: O=C(Nc1ccc(Cc2ccncc2)cc1)C1CCC(N2C(=O)C3CC=CCC3C2=O)CC1 (centres undefined)
11: COc1ccc(-c2csc(NC(=O)Cn3nc(C)cc3C)n2)cc1
12: COc1ccc2c(c1)CCc1c(C(=O)Nc3ccn(Cc4ccc(C)cc4)n3)noc1-2
13: CN(C(=O)CSc1nc2cc([N+](=O)[O-])ccc2n1-c1ccc(F)cc1)C1CCS(=O)(=O)C1 (centres undefined)
14: CCOC(=O)N1CCN(C(=O)CCSCCc2ccncc2)CC1
15: N#C/C(=C/c1ccc(N2CCOCC2)o1)c1ccc(Cl)cc1
16: COc1ccc(CC(=O)Nc2ccc(C(C)=O)cc2)cc1
Assay by compound | 9 | 10 | 11 | 12 | 13 | 14 | 15 | 16
PPARg SRC-2 ag | 9 | -7 | 3 | 11 | 4 | -8 | -6 | 2
PPARg SRC-3 ag | -2 | -13 | -3 | 6 | 2 | -8 | -6 | 1
PPARg SRC1 recr | -1 | 0 | 7 | 6 | 2 | -13 | -7 | 3
STAT3 activator | 95 | 87 | 91 | 84 | 99 | 96 | 102 | 101
STAT1 inh | 4 | 18 | 1 | -6 | 4 | 9 | -28 | -10
TNAP act hiacc | 1 | 1 | 1 | 1.1 | 1 | 1 | 0.8 | 1.1
bIAP inh | 6 | 4 | 5 | 14 | 8 | 8 | 10 | 5
STAT3 inh | 7 | 13 | 16 | 23 | -2 | 9 | 2 | 1
bIAP activator | 0.9 | 1 | 1 | 0.9 | 0.9 | 0.9 | 0.9 | 0.9
ROMK primary | 0.027 | 0.44 | -0.11 | x | 0.053 | -0.29 | x | 0.07
SRC2 TRFRET art | 1674 | 1218 | 1621 | 1487 | 1431 | 1443 | 1367 | 1394

17: Cc1sc2ccc3sccc3c2[n+]1C
18: CCN(CC)S(=O)(=O)c1ccc(NC(=O)COc2c(OC)cccc2OC)cc1
Assay by compound | 17 | 18
PPARg SRC-2 ag | 3 | 9
PPARg SRC-3 ag | 5 | 6
PPARg SRC1 recr | 0 | -3
STAT3 activator | 98 | 83
STAT1 inh | 6 | -3
TNAP act hiacc | 1 | 1.1
bIAP inh | 12 | 5
STAT3 inh | 7 | 26
bIAP activator | 0.9 | 0.9
ROMK primary | 0.94 | x
SRC2 TRFRET art | 1450 | 1443

More records follow:
19: CC(C)n1c(SCC(=O)N2c3ccccc3CCc3ccccc32)nc2c1c(=O)n(C)c(=O)n2C
20: Cc1ccc(C)c(N2CCN(S(=O)(=O)c3ccc4[nH]c(=O)c(=O)[nH]c4c3)CC2)c1
21: O=C(c1ccc(N2C(=O)C3C4c5ccccc5C(c5ccccc54)C3C2=O)cc1)N1CCOCC1 (centres undefined)
22: C(=N\N1CCN(Cc2ccccc2)CC1)/c1ccc(-c2ccccc2)cc1
23: COc1ccc2nc(C)cc(SCC(=O)NNC(=O)COc3ccccc3)c2c1
Assay by compound | 19 | 20 | 21 | 22 | 23
PPARg SRC-2 ag | 5 | 6 | 4 | -2 | 18
PPARg SRC-3 ag | -4 | 7 | -1 | 3 | 13
PPARg SRC1 recr | 0 | 4 | -1 | 2 | 10
STAT3 activator | 112 | 104 | 104 | 106 | 90
STAT1 inh | 4 | -2 | -8 | -6 | -10
TNAP act hiacc | x | 1 | 1 | 1 | 1
bIAP inh | x | -9 | 0 | -7 | -9
STAT3 inh | -13 | -3 | -2 | -2 | 14
bIAP activator | x | 1.1 | 1 | 1.1 | 1.1
ROMK primary | -1.3 | 3.9* | x | x | x
SRC2 TRFRET art | 1598 | 1573 | 1555 | 1357 | 1693

Entries of single compounds, looked up by structure.
Shown for COC(=O)c1ccc(N2C(=O)CC(N(C)CCc3ccc(OC)c(OC)c3)C2=O)cc1 (centres undefined) → PPARg SRC-2 ag = -2; PPARg SRC-3 ag = 1; PPARg SRC1 recr = 2; STAT3 activator = 106; STAT1 inh = 7; TNAP act hiacc = 1; bIAP inh = -2; STAT3 inh = 2; bIAP activator = 1; ROMK primary = x; SRC2 TRFRET art = 1471
Shown for Cc1ccccc1NC(=S)N(Cc1ccccn1)Cc1ccccc1Cl → PPARg SRC-2 ag = 6; PPARg SRC-3 ag = 1; PPARg SRC1 recr = 4; STAT3 activator = 91; STAT1 inh = 6; TNAP act hiacc = 1; bIAP inh = 2; STAT3 inh = 17; bIAP activator = 1; ROMK primary = -1.3; SRC2 TRFRET art = 1833
